Compound activity as filed in PubChem.
KCNQ2 inh – KCNQ2 potassium channel inhibitors, primary screen, cell-based, CHO-K1, FluxOR thallium flux, B-score (AID 2156) | B-score at 10 µM | O88943 | 20 min; active compounds read low | actives 1.1% (n = 310,000);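 active = fluorescence ratio B-score at most minus 3 library SDs, with starting brightness B-score within 2 library SDs, cut at about -5.5 in these data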
Kir21 block – blocks the mouse Kir2.1 inward-rectifier potassium channel | HEK293-Kir2.1, FluxOR thallium flux fluorescence; active compounds read low | B-score at 10 µM | actives 0.85% (n = 310,000);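 active = fluorescence ratio B-score at or below minus 3 SD of library scores, with starting-brightness B-score within 2 SD, cut at about -4.2 in these data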;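 also: channel flux triggered by added potassium and thallium sulfate stimulus; B-score of peak minus minimum fluorescence over baseline after thallium stimulus; more negative B-score means stronger Kir2.1 block with less thallium influx; some compounds called inactive have numbers as strong as hits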
Target sequence (P35561 whole entry, looked up): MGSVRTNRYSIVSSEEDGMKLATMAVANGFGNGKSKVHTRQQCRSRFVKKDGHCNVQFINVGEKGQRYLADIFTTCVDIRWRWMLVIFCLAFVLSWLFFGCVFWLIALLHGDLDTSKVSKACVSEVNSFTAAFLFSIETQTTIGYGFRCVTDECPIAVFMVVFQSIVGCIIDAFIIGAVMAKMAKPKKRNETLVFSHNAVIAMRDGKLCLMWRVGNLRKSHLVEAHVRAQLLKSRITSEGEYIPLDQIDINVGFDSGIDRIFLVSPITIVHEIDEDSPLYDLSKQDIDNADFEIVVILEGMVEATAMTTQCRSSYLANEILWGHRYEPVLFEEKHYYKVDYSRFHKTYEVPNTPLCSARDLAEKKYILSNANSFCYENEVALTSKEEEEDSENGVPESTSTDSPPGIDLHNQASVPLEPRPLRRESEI
Starred values were filed as active, the others as inactive.

Screening CCOc1ccc(NCc2nnc(SCC(=O)Nc3cc(C)on3)n2-c2ccccc2OC)cc1 returned KCNQ2 inh inactive and Kir21 block -0.15.
Screening S=c1[nH]ncn1/N=C/c1ccccn1 returned KCNQ2 inh inactive and Kir21 block 2.29.
Screening COc1cccc(C2c3[nH]c4ccccc4c3CCN2C(=O)Cn2cncn2)c1OC (stereo not drawn) returned KCNQ2 inh inactive and Kir21 block 0.97.
CN(Cc1nc(-c2ccc(C(F)(F)F)cc2)no1)C1CCOCC1 was read as KCNQ2 inh inactive and Kir21 block 0.57.
`Cc1ccc(NC2=NC(c3ccc(C)cc3)n3c(nc(C)cc3=O)N2)cc1` (stereo not drawn) gave KCNQ2 inh inactive and Kir21 block 0.49.
`O=C(Cn1cc([N+](=O)[O-])cn1)Nc1nccs1` gave KCNQ2 inh inactive and Kir21 block -1.47.
`CCN1CCN(C(=O)CCS(=O)(=O)c2cc3c(cc2Cl)NC(=O)CO3)CC1` gave KCNQ2 inh inactive and Kir21 block -0.22.
Nc1nc(SCC(=O)N2CCN(c3ccccc3)CC2)n[nH]1 was read as KCNQ2 inh inactive and Kir21 block -1.57.
`Cc1ccc(C)c(NC(=O)CSc2nnc(NC(=O)C3CC3)s2)c1` gave KCNQ2 inh inactive and Kir21 block 1.25.
Screening Cc1cc(C)nc(N2CCC(C(=O)NNC(=O)c3ccccc3)CC2)n1 returned KCNQ2 inh inactive and Kir21 block 0.25.
Screening CN1CCN(S(=O)(=O)c2ccc(NC(=S)NC(=O)C3CC3)cc2)CC1 returned KCNQ2 inh inactive and Kir21 block -1.29.
For CCCNS(=O)(=O)c1ccc(CCC(=O)Nc2ccc3c(c2)OCCO3)cc1 the results were KCNQ2 inh inactive and Kir21 block -0.62.
For CCCCN(CC)Cc1c(O)ccc2c3c(c(=O)oc12)CCC3 the results were KCNQ2 inh inactive and Kir21 block 0.85.
For Fc1ccccc1C(c1nnnn1Cc1ccc2c(c1)OCO2)N1CCN(Cc2ccccc2)CC1 (stereo not drawn) the results were KCNQ2 inh inactive and Kir21 block 1.62.
Screening Cc1nc2ccc([N+](=O)[O-])cc2c(=O)n1Cc1ccc(Br)cc1 returned KCNQ2 inh inactive and Kir21 block 0.6.
Screening CCCCN(C(=O)c1ccc(C)cc1)c1c(N)n(CCC)c(=O)[nH]c1=O returned KCNQ2 inh inactive and Kir21 block -1.89.
CC(NC(=O)c1ccco1)c1ccc2c(c1)OCCO2 (stereo not drawn) was read as KCNQ2 inh inactive and Kir21 block -0.75.
Screening Cc1ccc(S(=O)(=O)N2CCCC(C(=O)Nc3ccc(NC(=O)c4ccccn4)cc3)C2)cc1 (stereo not drawn) returned KCNQ2 inh inactive and Kir21 block -0.77.
For COC(=O)[C@H](Cc1ccccc1)NC(=O)C1(OC(C)=O)CC(OC(C)=O)C(OC(C)=O)C(OC(C)=O)C1 (stereo partly drawn) the results were KCNQ2 inh inactive and Kir21 block 0.86.
`COc1ccc(NC(=O)C2CC(c3ccc(OC)c(OC)c3)=NO2)cc1OC` (stereo not drawn) gave KCNQ2 inh inactive and Kir21 block 0.85.
Screening CC(OC(=O)Cn1[nH]c(=O)c2ccccc2c1=O)C(=O)Nc1ccc(F)cc1Cl (stereo not drawn) returned KCNQ2 inh inactive and Kir21 block -0.14.
`O=C(Nc1ccccc1)C1=C[C@@H](c2ccc(C(F)(F)F)cc2)C[C@@H](OCc2ccc(CO)cc2)O1` gave KCNQ2 inh inactive and Kir21 block 0.8.
CCCc1ccc(OCCNC(=O)CC)cc1 was read as KCNQ2 inh inactive and Kir21 block -0.94.
`COc1cccc(/C=N/n2c(=O)[nH]c3ccccc32)c1OC` gave KCNQ2 inh inactive and Kir21 block -0.26.
For O=c1[nH]nc(-c2ccc(F)cc2)cc1-c1ccccc1 the results were KCNQ2 inh inactive and Kir21 block -0.86.
CCCCn1c(NCc2ccc(N(C)C)cc2)nc2ccccc21 was read as KCNQ2 inh inactive and Kir21 block 0.2.
For CS(=O)(=O)N1CCC(C(=O)NNC(=O)Nc2ccc(F)c(Cl)c2)CC1 the results were KCNQ2 inh inactive and Kir21 block 0.28.
For CCn1c2ccccc2c2cc(CNCc3ccc(OC)cc3OC)ccc21 the results were KCNQ2 inh inactive and Kir21 block -9.8*.
O=C(Nc1ccc(CN2CCOCC2)cc1)c1ccc(-c2cccc([N+](=O)[O-])c2)o1 was read as KCNQ2 inh inactive and Kir21 block -0.99.
For O=C(CSc1ncn[nH]1)Nc1ccc(S(=O)(=O)N2CCCC2)cc1 the results were KCNQ2 inh inactive and Kir21 block -0.73.
For COc1ccccc1NC(=O)Cn1c(=O)sc2ccccc21 the results were KCNQ2 inh inactive and Kir21 block -2.18.
O=C(C1=C[C@H](c2ccc(C(F)(F)F)cc2)C[C@H](OCCCCO)O1)N1CCOCC1 was read as KCNQ2 inh inactive and Kir21 block -1.59.
`COc1ccc2nc(NC(=O)CN3CCN(C)CC3)sc2c1` gave KCNQ2 inh inactive and Kir21 block -0.75.
Screening Cc1ccc(C(=O)OCC(=O)NN2C(=O)NC3(CCC(C)CC3)C2=O)cc1 (stereo not drawn) returned KCNQ2 inh inactive and Kir21 block -0.26.
`CCOC(=O)c1c(C)[nH]c(C)c1S(=O)(=O)NCCCN1CCOCC1` gave KCNQ2 inh inactive and Kir21 block -0.15.
NS(=O)(=O)c1cccc(NC(=O)CSc2nn(-c3ccccc3)c(=S)s2)c1 was read as KCNQ2 inh inactive and Kir21 block -2.68.
CCC(Sc1ccccn1)C(=O)Nc1cccc([N+](=O)[O-])c1 (stereo not drawn) was read as KCNQ2 inh inactive and Kir21 block -1.5.
`CC(=O)Oc1ccc2occ(/C=N/c3cc(=O)[nH]c(=S)[nH]3)c(=O)c2c1` gave KCNQ2 inh inactive and Kir21 block 0.98.
`COc1ccc(CNC(=O)COC(=O)CCOc2ccc(C)cc2)cc1` gave KCNQ2 inh inactive and Kir21 block 0.03.
For CC(C)(C)NS(=O)(=O)c1ccc(NC(=O)C2CCCCC2)cc1 the results were KCNQ2 inh inactive and Kir21 block 1.33.
Screening Cc1cc(N2CCCC2)ccc1NC(=O)CN1C(=O)NC(C)(c2ccccc2)C1=O (stereo not drawn) returned KCNQ2 inh inactive and Kir21 block 0.6.
`Cc1cc(C(=O)CSc2nnc(NCc3ccccc3)s2)c(C)n1C` gave KCNQ2 inh inactive and Kir21 block -1.55.
For Cc1cc(Cl)ccc1OCC(=O)Nn1c(C)ccc1C the results were KCNQ2 inh inactive and Kir21 block 1.55.
Screening CCOc1ccc(C(NC(=O)/C=C/c2ccco2)c2ccc(OC)c(OC)c2)cc1 (stereo not drawn) returned KCNQ2 inh inactive and Kir21 block -0.01.
Screening Cn1c(NCCCN2CCOCC2)nc2c1c(=O)n(Cc1ccc(Cl)cc1Cl)c(=O)n2C returned KCNQ2 inh inactive and Kir21 block -0.47.
COc1ccc(Cc2nnc(SCC(=O)N3CCCCC3)o2)cc1 was read as KCNQ2 inh inactive and Kir21 block 0.73.
Cc1ccc(C(=O)N2N=C(c3ccccc3O)CC2c2ccccc2)cc1 (stereo not drawn) was read as KCNQ2 inh inactive and Kir21 block 2.92.
Screening O=C(O)c1cccc(NC(=O)c2cc(S(=O)(=O)N3CCOCC3)cs2)c1 returned KCNQ2 inh inactive and Kir21 block -0.12.

In the list so far, these have a CF3 group.
CN(Cc1nc(-c2ccc(C(F)(F)F)cc2)no1)C1CCOCC1 was read as KCNQ2 inh inactive and Kir21 block 0.57.
`O=C(Nc1ccccc1)C1=C[C@@H](c2ccc(C(F)(F)F)cc2)C[C@@H](OCc2ccc(CO)cc2)O1` gave KCNQ2 inh inactive and Kir21 block 0.8.
O=C(C1=C[C@H](c2ccc(C(F)(F)F)cc2)C[C@H](OCCCCO)O1)N1CCOCC1 was read as KCNQ2 inh inactive and Kir21 block -1.59.

Carrying on.
COc1ccc(C)cc1Nc1c2c(nc3ccccc13)CCC2 was read as KCNQ2 inh inactive and Kir21 block -9.29*.
`COc1ccc(CCNc2cc(N3CCN(C(=O)c4ccccc4F)CC3)ccc2[N+](=O)[O-])cc1OC` gave KCNQ2 inh inactive and Kir21 block 1.36.
Screening O=C(c1ccc(OC2CCN(C/C=C/c3ccccc3)CC2)cc1)N1CCCCC1 returned KCNQ2 inh inactive and Kir21 block -0.73.
Screening CN(C)S(=O)(=O)c1ccc(=S)[nH]c1 returned KCNQ2 inh inactive and Kir21 block 1.07.
`Cc1ccc(-n2nnc3c(=O)n(CC(=O)NCC4CCCO4)cnc32)cc1` (stereo not drawn) gave KCNQ2 inh inactive and Kir21 block 0.19.
`CC(=O)Nc1cccc(Oc2nc(C(F)(F)F)nc3ccccc23)c1` gave KCNQ2 inh inactive and Kir21 block 0.57.
Screening CC1(C)CC(NC(=O)Cc2ccc(Cl)cc2)CC(C)(C)N1 returned KCNQ2 inh inactive and Kir21 block 1.19.
For O=C(CCS(=O)(=O)c1ccccc1)Nc1ccc2c(c1)OCO2 the results were KCNQ2 inh inactive and Kir21 block -2.44.
`FC(F)(F)c1cc(-c2ccc3c(c2)OCO3)nc(NCc2ccco2)n1` gave KCNQ2 inh inactive and Kir21 block 1.4.
Screening Cc1csc(=O)n1CC(=O)OCC(=O)NNC(=O)c1ccccc1 returned KCNQ2 inh inactive and Kir21 block 0.4.
O=C(CCc1ccc(O)c(O)c1)N/N=C/c1ccc2c(c1)OCO2 was read as KCNQ2 inh inactive and Kir21 block 0.46.
`C/C(CCC(C)C)=N\Nc1ccc(S(N)(=O)=O)cc1[N+](=O)[O-]` gave KCNQ2 inh inactive and Kir21 block 1.32.

In the list so far, these contain a nitro group on carbon:
`O=C(Cn1cc([N+](=O)[O-])cn1)Nc1nccs1` gave KCNQ2 inh inactive and Kir21 block -1.47.
Screening Cc1nc2ccc([N+](=O)[O-])cc2c(=O)n1Cc1ccc(Br)cc1 returned KCNQ2 inh inactive and Kir21 block 0.6.
O=C(Nc1ccc(CN2CCOCC2)cc1)c1ccc(-c2cccc([N+](=O)[O-])c2)o1 was read as KCNQ2 inh inactive and Kir21 block -0.99.
CCC(Sc1ccccn1)C(=O)Nc1cccc([N+](=O)[O-])c1 (stereo not drawn) was read as KCNQ2 inh inactive and Kir21 block -1.5.
`COc1ccc(CCNc2cc(N3CCN(C(=O)c4ccccc4F)CC3)ccc2[N+](=O)[O-])cc1OC` gave KCNQ2 inh inactive and Kir21 block 1.36.
`C/C(CCC(C)C)=N\Nc1ccc(S(N)(=O)=O)cc1[N+](=O)[O-]` gave KCNQ2 inh inactive and Kir21 block 1.32.

Other compounds
`O=C(CN1CCCCCC1)N/N=C/c1ccc2ccccc2c1` gave KCNQ2 inh inactive and Kir21 block -1.06.
Screening COc1ccc(C(=O)Nc2c(C(C)(C)C)nn(C)c2C(C)(C)C)cc1 returned KCNQ2 inh inactive and Kir21 block 0.
Screening CCCCCC(=O)Nc1ccc(N2CCN(C(=O)c3ccccc3)CC2)cc1 returned KCNQ2 inh inactive and Kir21 block 0.76.
Screening O=C(c1ccc2c(=O)n3c(nc2c1)CCC3)N1CCCSC1=Nc1ccccc1 returned KCNQ2 inh inactive and Kir21 block 0.47.
Screening COc1cccc(/C=C2\SC(=S)N(NC(=O)c3ccncc3)C2=O)c1 returned KCNQ2 inh inactive and Kir21 block -0.95.
Cc1ccc(C)c(N(CC(=O)NC2CCCCC2)C(=O)c2snc(C(N)=O)c2N)c1 was read as KCNQ2 inh inactive and Kir21 block -0.01.
CC(C)c1ccccc1N=C1SCCN1C1CCS(=O)(=O)C1 (stereo not drawn) was read as KCNQ2 inh inactive and Kir21 block -2.43.
For COc1cccc(OC)c1OCCN1CCN(C(=O)c2ccco2)CC1 the results were KCNQ2 inh inactive and Kir21 block 1.68.
For Cc1nc2ccccc2c(=O)n1NC(=O)c1ccccc1 the results were KCNQ2 inh inactive and Kir21 block -0.02.
O=C1NC(=S)N/C1=C/c1cccnc1 was read as KCNQ2 inh inactive and Kir21 block -0.15.
For COc1ccc(C(=O)CCS(=O)(=O)c2ccc(C)cc2)cc1 the results were KCNQ2 inh -6.39* and Kir21 block 0.02.
For CC(O)[C@H]1CNCCN1CC1(c2ccccc2)CC1 (stereo partly drawn) the results were KCNQ2 inh inactive and Kir21 block -1.6.
`CSc1nc(N)nc(SCC(=O)CC(=O)OC(C)C)c1C#N` gave KCNQ2 inh inactive and Kir21 block -0.53.
Cn1c(=O)n(CCc2ccccc2)c(=O)c2c1ncn2Cc1ccccc1 was read as KCNQ2 inh inactive and Kir21 block 0.26.
COc1cc(C(=O)Nc2ccc(-n3cnnn3)c(C)c2)cc(OC)c1OC was read as KCNQ2 inh inactive and Kir21 block 0.83.
COc1ccc(CCNC(=O)CNC(=O)c2nn(-c3ccc(OC)c(OC)c3)c(=O)c3ccccc23)cc1OC was read as KCNQ2 inh inactive and Kir21 block -2.2.
CC1CCN(S(=O)(=O)c2ccc(S(=O)(=O)NCC(=O)C(C)(C)C)cc2)CC1 was read as KCNQ2 inh inactive and Kir21 block -0.74.
For O=C(c1nc2ccc(Cl)cn2c1CN1CCCC1)N1CCc2ccccc2C1 the results were KCNQ2 inh inactive and Kir21 block -1.64.
For CC(C)(C)SCCNC(=O)CSCc1ccc([N+](=O)[O-])cc1 the results were KCNQ2 inh inactive and Kir21 block -0.94.
`O=C(NN1CC(C(=O)OCc2ccc(Cl)cc2Cl)CC1=O)c1ccccc1` (stereo not drawn) gave KCNQ2 inh inactive and Kir21 block 0.75.
Cc1ccc(Cl)cc1N1CCN(S(=O)(=O)c2c(C)[nH]c(C)c2C(=O)N2CCCCC2)CC1 was read as KCNQ2 inh -7.23* and Kir21 block 0.
Screening COc1ccccc1C(=O)NC(CCSC)C(=O)NCCCSc1ccccc1 (stereo not drawn) returned KCNQ2 inh inactive and Kir21 block -0.33.
Screening CC(=O)Sc1nc(-c2ccccc2)[nH]c1S(=O)(=O)c1ccc(C)cc1 returned KCNQ2 inh -11.2* and Kir21 block 0.36.
COc1ccc(C(=O)Nc2ccc(Cl)c(Cl)c2)c(OC)n1 was read as KCNQ2 inh inactive and Kir21 block 2.95.
